PGK inhibitor – inhibitors of T. brucei phosphoglycerate kinase. 0.043% of 380,000 active. P07378. Potency, µM (highest dose often 57.5 µM), for inactives: at the top dose activity change, negative = inhibition, actives largely listed as inhibitors. PGK/GAPDH coupled, Kinase-Glo luminescence, 60 min; also: potency is read from the fitted curve at half-maximal effect; % is scaled to controls: 0 for no effect and ±100 for the full control effect; nearly all actives have a fitted effect of over 60% in size
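Luminescent ATP detection (Kinase-Glo Plus) follows a 60-minute room-temperature incubation, with wells lacking PGK as controls. Buffer: 100 mM TEA (pH 7.6), 5 mM MgCl2, 0.01% Tween-20. Coupling enzyme GAPDH (100 nM final) supplies unstable 1,3-BPG in-well.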
G9a inh – inhibitors of human histone lysine methyltransferase G9a; Q96KQ7; G9a H3K9 monomethylation, AlphaScreen, 2 h; Potency, µM (doses to about 102 µM), for inactives: at the top dose activity, negative = inhibition, usual class: inhibitors; 8.8% of 350,000 active; also: potency is read from the fitted curve at half-maximal effect; % is scaled to controls: 0 for no effect and ±100 for the full control effect; nearly all actives have a fitted effect of over 75% in size
Target sequence (Q96KQ7 913-1193 limits assumed): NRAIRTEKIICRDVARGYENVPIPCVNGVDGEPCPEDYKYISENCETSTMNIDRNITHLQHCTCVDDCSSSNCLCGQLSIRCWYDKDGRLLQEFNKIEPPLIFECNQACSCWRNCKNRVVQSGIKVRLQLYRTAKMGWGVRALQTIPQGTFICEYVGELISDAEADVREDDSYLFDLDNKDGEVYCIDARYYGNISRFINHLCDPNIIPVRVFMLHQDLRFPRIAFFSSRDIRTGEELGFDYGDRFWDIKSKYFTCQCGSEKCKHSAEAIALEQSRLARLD
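Methyltransferase reactions run at room temperature for 2 h (20 nM enzyme, 500 nM biotin-H3K9 peptide, 20 uM SAM) after a 15 min compound preincubation; product detected by AlphaScreen beads and anti-H3K9me1 antibody.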
PI4K2A block – PI4K2A (human) kinase inhibition. Q9BTU6. activity change, negative = inhibition, % at 76.9 µM. 0.13% of 420,000 active. purified PI4K2A, ADP-Glo luminescence, 1 h; active compounds read low. AID 1346378; in the data active = activity change below about -50%; inconclusive = mostly about -30% to -49%;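 also: -100% = wells without enzyme as full effect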
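Compounds are screened against recombinant PI4K2A using PI as substrate and ATP, the latter dispensed at 300 microM. Reactions run one hour at ambient temperature before ADP-Glo detection; full inhibition defined by wells lacking enzyme.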
HP1b chromo inh – HP1-beta chromodomain-methylated histone interaction inhibition. P83916. AlphaScreen HP1-beta / biotin-H3K9me3 peptide binding. Potency, µM (titrated, usually from 114 µM), for the others: top-dose activity change, negative = inhibition, actives largely listed as inhibitors. 0.56% of 390,000 active. AID 540317; also: potency is read from the fitted curve at half-maximal effect; nearly all actives have a fitted effect of over 70% in size; inactives centre near 23
Target sequence (P83916 whole entry, looked up): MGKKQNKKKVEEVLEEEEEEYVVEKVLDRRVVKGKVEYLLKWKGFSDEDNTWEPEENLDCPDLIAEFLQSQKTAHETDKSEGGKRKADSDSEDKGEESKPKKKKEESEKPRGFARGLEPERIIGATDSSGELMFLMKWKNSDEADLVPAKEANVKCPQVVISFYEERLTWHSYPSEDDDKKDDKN
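HP1-beta protein (50 nM final) preincubated 30 min at room temperature with biotinylated H3(1-18)K9me3 peptide (50 nM) in PBS pH 7.4, 0.01% Tween-20, then compound added for 30 min. AlphaScreen streptavidin donor/nickel chelate acceptor beads (10 ug/mL final), 30 min dark, luminescence read.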
BAZ2B block – inhibitors of human BAZ2B bromodomain | Q9UIF8 | AID 504333 | AlphaScreen BAZ2B-H3K14Ac peptide displacement | 4.4% of 360,000 active | Potency, µM (doses to about 114 µM), inactives show top-dose activity change, negative = inhibition, actives largely listed as inhibitors; also: potency is read from the fitted curve at half-maximal effect; % is scaled to controls: 0 for no effect and ±100 for the full control effect; nearly all actives have a fitted effect of over 60% in size
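Compounds, titrated to a top concentration of 110 uM, were incubated 30 min at room temperature with preformed BAZ2B/acetyl-K14 H3 peptide complex (50 nM each). Proximity signal was measured by AlphaScreen after 20 min with beads.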
GLS inhibitor – blocks human kidney-isoform glutaminase activity | AID 624170 | GLS enzymatic activity, qHTS titration | 0.21% of 410,000 active | Potency, µM (doses to about 45.5 µM), for the others: top-dose activity change, negative = inhibition, usual class: inhibitors; also: potency is read from the fitted curve at half-maximal effect; % is scaled to controls: 0 for no effect and ±100 for the full control effect
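Human kidney-isoform GLS in 45 mM KH2PO4 pH 8.2, 0.02% Tween-20, with compound, started with 1mM L-Glutamine (added stock). Glutamate oxidase/HRP/Amplex red coupled fluorescence read at start and after 30 min at RT.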
Pin1 inhibitor – human Pin1 inhibition; Potency, µM (highest dose often 115 µM), inactives show at the highest dose activity, negative = inhibition, actives largely listed as inhibitors; 0.009% of 390,000 active; Pin1 FP peptide displacement, HiFluor488, 10 min; active = well fitted inhibition curve with a large enough effect in the polarisation, with a control signal flat, not every such curve was filed as active; inconclusive = small, poorly fitted or top-dose-only effect, or effect the other way, or a change in a side signal; inactive = no such curve, though single readings can be large or run the other way; the % refers to the polarisation; also: potency is read from the fitted curve at half-maximal effect; % is scaled to controls: 0 for no effect and ±100 for the full control effect
JMJD2A Tudor – inhibitors of human JMJD2A Tudor domain; 4.4% of 390,000 active; AlphaScreen JMJD2A-Tudor / H3K4me3 peptide binding; Potency, µM (doses to about 114 µM), for the others: top-dose activity change, negative = inhibition, most hits filed as inhibitors; O75164; also: potency is read from the fitted curve at half-maximal effect; % is scaled to controls: 0 for no effect and ±100 for the full control effect; nearly all actives have a fitted effect of over 50% in size
ERG-DNA inh – inhibitors of human ERG Ets domain-DNA interaction; 0.028% of 370,000 active; AID 624246; Potency, µM (highest dose often 76.9 µM), without a hit: at the top dose FP activity, negative = inhibition, most hits filed as inhibitors; fluorescence polarization, His-ERG Ets domain / labelled DNA; active = well fitted inhibition curve with a large enough effect in the polarisation, with a control signal flat; inconclusive = small, poorly fitted or top-dose-only effect, or effect the other way, or a change in a side signal; inactive = no such curve, though single readings can be large or run the other way; the % refers to the polarisation;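 also: polarization taken with two DNA probes labelled with fluorescein and Texas red; potency is read from the fitted curve at half-maximal effect; % of control where 0% means no effect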
Target sequence (P11308 whole entry, looked up, the tested form may be a part): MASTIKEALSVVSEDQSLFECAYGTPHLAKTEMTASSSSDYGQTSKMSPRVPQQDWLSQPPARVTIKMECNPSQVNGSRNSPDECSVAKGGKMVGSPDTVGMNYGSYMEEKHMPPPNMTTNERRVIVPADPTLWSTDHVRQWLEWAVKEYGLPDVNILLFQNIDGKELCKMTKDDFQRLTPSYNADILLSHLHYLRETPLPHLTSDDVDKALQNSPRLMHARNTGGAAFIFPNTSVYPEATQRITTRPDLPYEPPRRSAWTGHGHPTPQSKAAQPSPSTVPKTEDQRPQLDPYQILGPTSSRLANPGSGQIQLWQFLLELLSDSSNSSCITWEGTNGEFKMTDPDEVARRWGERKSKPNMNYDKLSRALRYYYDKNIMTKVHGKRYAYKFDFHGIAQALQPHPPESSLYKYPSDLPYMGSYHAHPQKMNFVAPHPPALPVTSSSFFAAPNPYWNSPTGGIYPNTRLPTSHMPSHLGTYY
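His-tagged ERG Ets domain (1 uM in the protein solution; 300mM KCl, 50mM Tris-HCl, 1mM EDTA, 1mM DTT, pH 7.5) received compound, then a probe mix of 5 nM fluorescein-DNA and 100nM Texas-615-DNA. Fluorescence polarization was read for both dyes.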
* marks the source's active call; other numbers are inactive results; i = inactive; ? = inconclusive; / = not tested or not shown; & = joins results of further samples; [ ] = dose if it differs, or a comment. Unless noted, calls follow the shape of the dose curve; as a rule, active = well fitted curve in the direction sought with a large enough effect; inconclusive = small, poorly fitted or top-dose-only effect, or another doubt; inactive = no such curve, though single readings can be large; an effect the other way counts as inactive or inconclusive.

SMILES | PGK inhibitor | G9a inh | PI4K2A block | HP1b chromo inh | BAZ2B block | GLS inhibitor | Pin1 inhibitor | JMJD2A Tudor | ERG-DNA inh
COc1ccccc1NS(=O)(=O)c1cccc(C(=O)NCC(c2cccs2)N(C)C)c1 (stereo not drawn) | -7% | / | -3 | 29% | / | -1% | -10% | -18% | 2%
COC(=O)c1cc(NC(=O)c2ccccc2F)cc(C(=O)OC)c1 | -1% | 47% | 0 | 20% | 10% | 6% | 3% | -16% | -1%
Cc1cc(C)n2nc(C(=O)N3CCCC(CNS(=O)(=O)c4cccs4)C3)cc2n1 (stereo not drawn) | -2% | / | 1 | 39%[activator] | -4% | 0% | -4% | -3% | -11%
CC(=O)Nc1ccc(S(=O)(=O)C(C#N)c2nc3ccccc3nc2NCCO)cc1 (stereo not drawn) | -2% | ? | -3 | 46%[activator] | -3% | 11% | ? | -11%[11.4 µM] | 1%
COc1cccc(CC(=O)Nn2c(C)nc3ccccc3c2=O)c1 | / | 12%[12.7 µM] | -2 | 16% | 2% | 7% | 2% | -3% | /
O=C(C1CCN(S(=O)(=O)Cc2ccccc2)CC1)N1CCCc2ccccc21 | -6% | -28% | -6 | 56%[activator] | -18% | -1% | -11% | -24% | 7%
CN(C)S(=O)(=O)c1ccc(C(=O)NCCSc2ccc(Br)cc2)cc1 | -1% | -24% | 1 | 18% | 1% | 1% | 2% | -8% | -5%
Cc1cc([N+](=O)[O-])ccc1NCc1cccc([N+](=O)[O-])c1 | i | ? | 7 | 8% | ? | 1% | 2% | -20% | 1%
COc1ccc(NC(=O)c2[nH]c(C)c(C(C)=O)c2C)cc1Cl | -2% | -40%[59 µM] | -7 | 8% | -6% | -7% | -1% | -12%[11.4 µM] | 6%
COc1ccc(S(=O)(=O)N2CCN(C)CC2)cc1NC(=O)c1ccccc1F | -9% | 13% | 0 | -10% | -36% | -4% | ? | -25% | 2%
CNS(=O)(=O)c1cccc(C(=O)NCC2(N3CCOCC3)CCCCC2)c1 | i | 3% | -2 | 39% | -7% | 19% | 1% | 4% | 9%
Cc1ccc(C)n1-c1ccc(C(=O)NC2CCN(Cc3ccccc3)CC2)cc1 | 4% | -18%[59 µM] | -2 | -6% | ? | -11% | -2% | ? | -10%
O=c1c(-c2ccccc2)coc2c(CN3CCCC3)c(O)ccc12 | -8% | -28% | 2 | 22% | 6% | 21% | ? | -9% | -6%
O=c1[nH]c2nc(Cl)nc(Cl)c2[nH]1 | -10% | / | 1 | 9%[57 µM] | / | -17% | -4% | -2% | -15%
O=C(CSc1nnc(-c2ccncc2)o1)NCc1ccccc1Cl | -2% | 15%[59 µM] | -1 | 8%[57 µM] | 7% | 8% | 0% | -10% | 10%
CN(CC(=O)NC(=O)NC1CCCCC1)Cc1ccccc1 | -3% | -1%[12.7 µM] | 2 | 51%[activator] | -5% | -9% | 0% | -2% | -2%
CC(=O)Nc1ccc(-c2csc(Nc3ccc(Cl)cn3)n2)cc1 | 2% | 0% | -3 | 5% | -1% | -5% | -5% | -14% | -1%
CCc1nc2cc(C)nn2c2nc3ccccc3n12 | -1% | -23% | 8 | 45%[activator] | -7% | -5% | -5% | -11% | -18%
S=C(NCc1ccco1)Nc1ccc(Cl)c(Cl)c1 | -4%[11.5 µM] | 6%[2.33 µM] | 1 | 10% | -8% | 28% | -7% | -17% | /
CC(=O)Nc1ccc(OCCOc2ccc(/C=C3/C(=N)N4C=CSC4=NC3=O)cc2)cc1 | -7% | ? | 4 | 0% | 3% | -12% | 1% | -14% | 12%
CSC1=C(C#N)C(c2ccccc2C)C(C#N)=C(N)N1 (stereo not drawn) | -1% | ? | -6 | 51%[activator] | -8% | 3% | -7% | -8% | -18%
COC(C[C@H](O)[C@H](C)[C@H](O)COCc1ccccc1)OC | -7% | 33%[59 µM] | -1 | 36% | -2% | -6% | 3% | -10% | 7%
C/C(Cn1cnc([N+](=O)[O-])n1)=N/NC(=O)COc1ccccc1Cl | 6% | ? | 11 | 17% | -8% | -3% | 0% | -1% | 8%
O=C(Nc1ccccc1Cl)C1CCCN(S(=O)(=O)c2cccc3cccnc23)C1 (stereo not drawn) | 0% | -23% | -4 | 10%[57 µM] | 6% | -12% | -10% | -3% | 5%
COc1ccc(CNc2ncnc3cc(Cl)ccc23)cc1 | 5% | / | -29 | 40% | 14% | 3% | -1% | -4% | -5%
Further compounds follow:
SMILES | PGK inhibitor | G9a inh | PI4K2A block | HP1b chromo inh | BAZ2B block | GLS inhibitor | Pin1 inhibitor | JMJD2A Tudor | ERG-DNA inh
COc1ccc(S(=O)(=O)NCCSc2nnnn2-c2ccccc2)cc1 | -2% | 40%[59 µM] | -4 | 37%[activator] | -19% | 6% | 3% | -13% | -2%
COc1ccc(/C=C2/C(=O)N(c3ccccc3)N=C2C)cc1OC | -10% | 71µM* | -30 | 4% | -12% | 8% | -6% | -30% | 3%
Cc1cccc(NC(=O)CNC(=O)c2cccs2)n1 | 8% | 6% | -1 | 10% | 8% | 4% | -11% | -1% | 0%
Cc1cc(C)c(OCCn2ccnc2)c(C)c1 | i | 3%[59 µM] | -1 | 49%[activator] | -31% | -6% | 3% | -10% | -6%
Cc1noc(NS(=O)(=O)c2ccc(NC(=O)c3ccc(F)cc3)cc2)c1C | i | / | -3 | 18% | / | 10% | -3% | -10% | 0%
Cc1nn(C)cc1NC(=O)c1cc2nc(-c3ccco3)cc(C(F)(F)F)n2n1 | -5% | / | -2 | 28% | 2% | 22% | -1% | -1% | -8%
Cc1ccc(Cn2c(SCc3ccc(C(=O)NCCc4ccccc4)cc3)nc3ccncc32)cc1 | i | -33%[59 µM] | -1 | 42%[activator] | -8% | -14% | 46%[activator] | -20% | 3%
O=C(C1CC(=O)N(c2ccc3c(c2)OCCO3)C1)N1CCN(S(=O)(=O)c2ccccc2F)CC1 (stereo not drawn) | -5% | / | -4 | 17% | / | -2% | -4% | -23% | 2%[15.4 µM]
CC(C)NC(=S)N=Nc1c(O)[nH]c2ccc([N+](=O)[O-])cc12 | -6% | ? | -6 | -22% | 19% | 0% | 2% | -18% | -1%
CCCCC1=C(C(=O)OCC)C(C(=O)OCC)Oc2ccccc21 (stereo not drawn) | -5% | 99%[activator] | -2 | 224%[activator] | / | -4% | 0% | 94%[activator] | -17%
Cc1ccc(OCC(=O)Nc2cc3nn(-c4ccccc4)nc3cc2C)cc1 | i | -3%[59 µM] | 2 | 38% | 1% | 1% | -2% | -5% | -2%
N#CCc1ccc(C(=O)c2ccccc2F)s1 | i | ? | -14 | 15% | 50µM* | 2% | 19% | -12% | -15%
COCCn1c(=NC(=O)C2COc3ccccc3O2)sc2cc(S(N)(=O)=O)ccc21 (stereo not drawn) | 4% | -4%[59 µM] | 0 | 23% | 2% | 3% | 2% | 7% | -9%
CN(C)c1ccc(NC(=O)COC(=O)c2ccc3c(c2)OCO3)cc1 | -9% | / | 5 | ? | / | 36%[activator] | -5% | ? | -7%
N#CCCSCc1ccc(C(=O)O)o1 | / | 19%[12.7 µM] | -4 | 12% | 10% | 5% | -9% | -17% | /
CC(=O)Nc1cccc(-c2cc(C)c3cc4c(cc3n2)OCO4)c1 | 10% | 50µM* | -17 | 34% | -33% | 9% | -14% | -23% | -1%
CC(=O)c1sc(N/N=C\c2ccc(Br)cc2)nc1C | 6% | 50%[59 µM] | -6 | 41%[activator] | 7% | 9% | 44%[activator] | 4% | 0%
COc1cccc(NC(=S)N2C3CCCC2CC(NC(=O)C2CC2)C3)c1 (stereo not drawn) | -3% | 6% | 0 | 14%[57 µM] | 5% | 1% | -1% | -9% | -5%
Cc1cccc(N(C)S(=O)(=O)c2ccc(-c3cc(C)no3)s2)c1 | 0%&-8% | 82%[activator] | -5&0 | 132%&86%[activator] | 2%&59% | 1%&0% | 26%&36% | 46%&10%[activator] | 12%&-2%
COC(=O)c1cc(-c2ccccc2)n[nH]1 | 1% | 11%[59 µM] | -1 | 40% | -4% | 7% | -8% | -1% | -12%
Cc1ccc(S(=O)(=O)N2CCC(C(=O)NCCCN3CCCCCC3)CC2)cc1 | -7% | ? | 2 | 23% | -34% | -5% | 5% | -27% | -2%
COc1ccc2cc(C(=O)C3CCCN(C(=O)c4cnccn4)C3)ccc2c1 (stereo not drawn) | -15% | 17%[59 µM] | -4 | 31% | -11% | 10% | -4% | -18% | 15%
CCCCOc1ccc(C(=O)Nc2ccc3c(c2)N(C(C)=O)CCC3)cc1 | i | -1%[59 µM] | 0 | 18% | -8% | -10% | 1% | -7% | 6%
CSC1=NCCN1S(=O)(=O)c1ccc(Cl)cc1 | -8% | 3% | 2 | 16% | 2% | 0% | 1% | -15% | 7%
CC(=O)c1ccc(S(=O)(=O)N2CCN(CC(=O)Nc3ccccc3C(=O)NC3CC3)CC2)cc1 | -6% | -25%[2.33 µM] | -5 | 21% | -4% | -5% | -8% | -23% | -9%
CCN(CC)C(=O)CN(c1cccc([N+](=O)[O-])c1)S(=O)(=O)c1ccccc1 | -4% | -2% | 6 | 29% | -1% | -10% | 2% | -1% | 11%

Screening data deposited in PubChem by National Center for Advancing Translational Sciences (NCATS).
